Caspase-7 inhib – allosteric or competitive inhibitors of human caspase-7. recombinant caspase-7, Ac-DEVD-AFC fluorescence rate. actives 0.02% (n = 75,000). Potency, µM (doses to about 57.5 µM), for the others: at the highest dose activity change, negative = inhibition, hits mostly inhibitors; active means well fitted inhibition curve with a large enough effect in the main read-out, with a control signal flat, not every such curve was filed as active; inconclusive means small, poorly fitted or top-dose-only effect, or a change in a side signal; further: potency means the concentration at half of the fitted maximal effect; % of control where 0% means no effect
Luciferase inh – inhibitors of firefly luciferase | purified firefly luciferase, luminescence, 8 min | Potency, µM (titrated, usually from 57.1 µM), for inactives: at the top dose activity change, negative = inhibition, usual class: inhibitors | actives 2.2% (n = 72,000) | AID 411; further: potency means the concentration at half of the fitted maximal effect; on the % scale 0 is the no-effect control and ±100 the full control effect; nearly all actives have a fitted effect of over 40% in size
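Compounds were tested as concentration series (qHTS) against purified P. pyralis luciferase with luciferin and 10 uM ATP in 50 mM imidazole pH 7.2, 50 mM KCl, 7 mM MgCl2, 0.01% Tween 20, 0.05% BSA. Luminescence was read after 8 min at ambient temperature.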
BRCT inh red – inhibitors of human BRCA1 BRCT-phosphoprotein interaction (red fluorophore). actives 0.03% (n = 75,000). AID 892. Potency, µM (doses to about 76.9 µM), without a hit: top-dose activity change, negative = inhibition, hits mostly inhibitors. P38398. BRCT-phosphopeptide binding, red fluorescence polarization; further: on the % scale 0 is the no-effect control and ±100 the full control effect
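Rhodamine-labelled pBACH1 10-mer (100 nM) bound to BRCT domain (100 nM) at pH 7.3; compounds incubated 12 min room temperature, polarization read. Free peptide defines full inhibition; unlabelled decapeptide titrated as control.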
A350 autofl – compound fluoresces in the Alexa 350 spectral region; Compound autofluorescence, 340/450 nm, Alexa 350 dye-equivalents; active compounds read high; max dye-equivalent concentration, M; actives 11% (n = 59,000); AID 590; in the data active means max dye-equivalent concentration above about 10 nM; inconclusive means mostly about 1.1 nM to 9.6 nM
Casp1 inh – allosteric or competitive inhibitors of human caspase-1. Caspase-1 enzyme, Ac-WEHD-AFC fluorogenic rate. AID 900. Potency, µM (series often up to 57.5 µM), inactives show at the top dose activity change, negative = inhibition, hits mostly inhibitors. actives 0.03% (n = 75,000);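 further: potency means the concentration at half of the fitted maximal effect; plate controls were vehicle for no effect and no substrate for full effect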
CRE Fsk mod – CRE-bla signaling modulation under forskolin stimulation | CHO CRE-bla reporter (cAMP response element driving beta-lactamase), forskolin EC10, beta-lactamase ratio | Potency, µM (top dose mostly 38.2 µM), for inactives: at the highest dose activity change, negative = inhibition, usual class: activators | actives 2.5% (n = 71,000) | AID 662; active means well fitted activation curve with a large enough effect in the signal ratio, with a control signal flat, not every such curve was filed as active; inconclusive means small, poorly fitted or top-dose-only effect, or effect the other way, or a change in a side signal; the % refers to the signal ratio; further: potency means the concentration at half of the fitted maximal effect; % of control where 0% means no effect
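CHO CRE-bla cells, overnight plating in Opti-MEM with 0.5% dialyzed FBS; cpd titration + EC10 NKH 477, 3 h 37 °C; CCF4 2 h RT; ex 405/em 460 vs 530 ratio → %Activity, AC50.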
Tau fil binding – binds recombinant human tau filaments. P10636. recombinant tau filaments, thioflavin S fluorescence, 15 h; filaments grown with octadecylsulfate alongside compound. Potency, µM (titrated, usually from 57.1 µM), inactives show top-dose activity change, negative = inhibition. actives 2% (n = 71,000);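 further: potency means the concentration at half of the fitted maximal effect; on the % scale 0 is the no-effect control and ±100 the full control effect; actives lower thioflavin S fluorescence by blocking filaments or displacing dye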
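His-tagged recombinant human tau (exons 2, 3, 10; 1 uM final) fibrillized with 30 uM sodium octadecylsulfate, 15 h at 37 C, in pH 7.4 HEPES buffer with 10 uM thioflavine S and 5 mM DTT. Reduced ThS fluorescence (450/510 nm) marks activity.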
ERK AVP block – blocks ERK signaling stimulated by vasopressin; HEK293-V1b, vasopressin-stimulated pERK AlphaScreen; Potency, µM (highest dose often 57.5 µM), without a hit: at the top dose activity, negative = inhibition, hits mostly inhibitors; actives 0.99% (n = 72,000); AID 995; further: potency means the concentration at half of the fitted maximal effect; on the % scale 0 is the no-effect control and ±100 the full control effect; nearly all actives have a fitted effect of over 55% in size
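qHTS, compounds titrated on V1b-expressing HEK293 cells. Preincubation 30 min at 37C, vasopressin 25 nM for 5 min, lysis 10 min, bead incubation 5 hr at room temperature.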
USP2a inh – inhibitors of human ubiquitin-specific protease USP2a | USP2a enzymatic assay, qHTS inhibition | Potency, µM (highest dose often 38.3 µM), for inactives: at the highest dose activity change, negative = inhibition, usual class: inhibitors | O75604 | actives 0.1% (n = 60,000);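 further: potency means the concentration at half of the fitted maximal effect; nearly all actives have a fitted effect of over 60% in size; plate controls were DMSO for no effect and NEM full inhibition control for full effect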
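20 nM USP2 core + cpd, 30 min RT; add 20 nM Ub-PLA2/20 uM NBD C6-HPC; read Ex460/Em535 at 0 h and 2.5 h. Normalized to NEM; qHTS curve fit/classification.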
HEK293 cAMP ctrl – counter-screen for TSHR agonists: cAMP increase in parental HEK293. parental HEK293 CNG cAMP sensor, membrane potential fluorescence. Potency, µM (titrated, usually from 57.1 µM), without a hit: at the top dose activation, most hits filed as activators. AID 938. actives 2.5% (n = 73,000); further: potency means the concentration at half of the fitted maximal effect; % of control where 0% means no effect; nearly all actives have a fitted effect of over 55% in size
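Counterscreen for endogenous-receptor signalling: CNG-channel HEK 293 cells report cAMP rise by membrane depolarization. After 60 min dye equilibration with 100 uM RO 20-1724, compounds incubated 30 min before bottom-read fluorescence at 590 nm.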
BRCT inh green – blocks human BRCA1 BRCT binding to phosphopeptide, green readout; P38398; BRCA1 BRCT-phosphopeptide binding, green fluorescence polarization; Potency, µM (series often up to 76.9 µM), for the others: at the highest dose activity change, negative = inhibition, actives largely listed as inhibitors; actives 0.05% (n = 75,000);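 further: potency means the concentration at half of the fitted maximal effect; plate controls were peptide without protein for full effect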
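Compounds were incubated for 12 min at room temperature with a complex of 100 nM fluorescein-tagged pBACH1 decapeptide and 250 nM His-tagged BRCT protein. Buffer was phosphate pH 7.3 with EDTA, DTT and Tween 20. Disruption of binding lowers the polarization signal.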
Active calls of the source: *; i = inactive; ? = inconclusive; nt = no result given; [ ] = remark or other dose. Unless noted, the call rests on the fitted dose curve; in most records, active means well fitted curve in the direction sought with a large enough effect; inconclusive means small, poorly fitted or top-dose-only effect, or another doubt; inactive means no such curve, though single readings can be large; an effect the other way counts as inactive or inconclusive.

smiles	Caspase-7 inhib	Luciferase inh	BRCT inh red	A350 autofl	Casp1 inh	CRE Fsk mod	Tau fil binding	ERK AVP block	USP2a inh	HEK293 cAMP ctrl	BRCT inh green
CC1CC(C)CN(C(=O)CSc2nnc(-c3ccc(Cl)s3)o2)C1 (stereo unspecified)	-2%	5%	0.2%	nt	-3%	?	38%	10%	nt	19%	-0.7%
FC(F)(F)c1nc(N2CCN(c3ccccc3)CC2)nc2c1CCCCC2	-1%	1%	-0.4%	i	-1%	-5%	-11%	17%	-4%	10%	-0.2%
Cn1c(=O)n(Cc2ccc(Cl)cc2)c(=O)c2c1nc1n2CCN1Cc1ccco1	-3%	-1%	0.3%	?	0%	6%	5%	?	21%	2%	-2.3%
COCc1[nH]nc2c1C(c1c(F)cccc1Cl)C(C#N)=C(N)O2 (stereo unspecified)	0%	0%	2.0%	i	-4%	-6%	8%	-21%	3%	3%	-2.2%
CCOC(=O)c1ccccc1NS(=O)(=O)c1ccccc1	-1%	-1%	-0.2%	?	-2%	-8%	-2%	3%	-3%	18%	0.9%
Cc1ccc(NC2=NC(c3ccc(C)cc3)n3c(nc(C)cc3=O)N2)cc1 (stereo unspecified)	-3%	2%	0.6%	i	-2%	?	3%	-18%	31%[activator]	12%	0.8%
Cc1ccc(NC(=O)COC(=O)CCc2c[nH]c(=O)[nH]2)cc1	-7%	-1%	-0.6%	i	-6%	-3%	-5%	-13%	-5%	3%	-2.3%
O=C1[C@@H]2C(c3ccccc3Cl)=NO[C@@H]2C(=O)N1Cc1ccccc1	-1%	-1%	0.7%	?	-2%	-6%	-10%	12%	-2%	2%	-0.8%
COc1ccc(CCNS(=O)(=O)c2ccc3c(c2)CC(C)N3C(C)=O)cc1OC (stereo unspecified)	0%	2%	-0.3%	i	-1%	?	4%	26%	11%	5%	0.2%
COC(=O)CNc1nc(-c2ccncc2)nc2ccccc12	0%	-8%	-3.2%	i	-1%	13µM*	-5%	-20%	-1%	1%	6.0%
CC(C)(C)NS(=O)(=O)c1cccc(S(=O)(=O)c2cccc(S(=O)(=O)NC(C)(C)C)c2)c1	-3%	-1%	-2.5%	?	-2%	?	-11%	4%	16%	21%	-0.3%
CCC(CC)C(=O)NCc1ccc2c(c1)cc(C)n2C	-3%	-2%	-0.5%	i	-2%	-8%	-21%	12%	0%	6.3µM*	-2.2%

Quoted at random: 5 compounds from above.
smiles	Caspase-7 inhib	Luciferase inh	BRCT inh red	A350 autofl	Casp1 inh	CRE Fsk mod	Tau fil binding	ERK AVP block	USP2a inh	HEK293 cAMP ctrl	BRCT inh green
Cn1c(=O)n(Cc2ccc(Cl)cc2)c(=O)c2c1nc1n2CCN1Cc1ccco1	-3%	-1%	0.3%	?	0%	6%	5%	?	21%	2%	-2.3%
CCC(CC)C(=O)NCc1ccc2c(c1)cc(C)n2C	-3%	-2%	-0.5%	i	-2%	-8%	-21%	12%	0%	6.3µM*	-2.2%
COC(=O)CNc1nc(-c2ccncc2)nc2ccccc12	0%	-8%	-3.2%	i	-1%	13µM*	-5%	-20%	-1%	1%	6.0%
FC(F)(F)c1nc(N2CCN(c3ccccc3)CC2)nc2c1CCCCC2	-1%	1%	-0.4%	i	-1%	-5%	-11%	17%	-4%	10%	-0.2%
Cc1ccc(NC2=NC(c3ccc(C)cc3)n3c(nc(C)cc3=O)N2)cc1 (stereo unspecified)	-3%	2%	0.6%	i	-2%	?	3%	-18%	31%[activator]	12%	0.8%

The results go on:
smiles	Caspase-7 inhib	Luciferase inh	BRCT inh red	A350 autofl	Casp1 inh	CRE Fsk mod	Tau fil binding	ERK AVP block	USP2a inh	HEK293 cAMP ctrl	BRCT inh green
O=C(c1cc(-c2cccs2)on1)N1CCN(c2ccccc2)CC1	-3%	1%	-0.6%	i	-5%	-12%	-12%	?	-6%	17%	6.9%
Cc1cc(C(=O)Nc2sc3c(c2C#N)CCC(C(C)(C)C)C3)no1 (stereo unspecified)	3%	-6%	-0.8%	i	0%	?	72%	24%	5%	9%	-1.0%
CC(C)CO/N=C1/C[C@@H](O)[C@@H](O)[C@@H]2[C@@H]3C(=O)N(C[C@@H]4CCCO4)C(=O)[C@H]3CC[C@H]12	-1%[11.5 µM]	-1%[11.4 µM]	0.5%[15.4 µM]	nt	-2%[11.5 µM]	nt	nt	14%[11.5 µM]	nt	-1%[11.4 µM]	-0.1%[15.4 µM]
Nc1nc2c(c3c1c(=O)oc1ccccc13)CCCCC2	-15%	1%	0.9%	nt	?	?	18%[11.4 µM]	1%	-5%[7.66 µM]	4%[11.4 µM]	-2.0%
CCn1c(Cc2ccccc2)nnc1SCC(=O)Nc1nccs1	1%	-2%	0.3%	i	1%	-6%	0%	7%	8%	11%	-1.1%
CN(C)c1cccc(NC(=O)Cc2ccc(F)cc2)c1	-1%	-9%	0.0%	nt	-2%	0%	-13%	?	8%	1%	-1.0%
Cc1ccc(-n2ncc(-c3nnc(SCC(=O)NC4CCCC4)o3)c2N)cc1C	2%	-5%	-0.2%	i	-5%	1%	15%	?	4%	17%	0.8%
Cc1cc(OC2CCCCC2)nc(-c2ccccc2O)n1	1%	1%	-0.5%	nt	-2%	2.5µM*	18%[11.4 µM]	-1%	-5%[7.66 µM]	15%[11.4 µM]	-1.1%
O=C(CCN1CCN(CC(=O)Nc2ccccc2F)CC1)Nc1ccccc1F	2%	0%	-2.2%	i	0%	-5%	-6%	9%	7%	10%	-1.2%

Screening results deposited in PubChem BioAssay by National Center for Advancing Translational Sciences (NCATS).
